Source: PubChem BioAssay (National Center for Advancing Translational Sciences (NCATS))
ERK EGF inh – blocks ERK signaling stimulated by EGF. HEK293-V1b, EGF-stimulated phospho-ERK AlphaScreen. Potency, µM (titrated, usually from 11.5 µM), for the others: at the top dose activity change, negative = inhibition, actives largely listed as inhibitors. 0.41% of 130,000 active. AID 1454; active = well fitted inhibition curve with a large enough effect; inconclusive = small, poorly fitted or top-dose-only effect, or effect the other way;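 note: plate controls were stimulated vehicle wells for no effect and unstimulated vehicle basal for full effect; nearly all actives have a fitted effect of over 55% in size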
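Homogeneous cell-based phospho-ERK assay: HEK293/V1b cells in 1% FBS, compound 30 min then EGF 5 min, AlphaScreen luminescence. Activity normalized between DMSO and 25 nM EGF controls; AC50 from Hill modelling.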
* marks the source's active call; other numbers are inactive results; ? = inconclusive; [ ] = remark or other dose. Potency is the fitted concentration of half-maximal effect.

SMILES | ERK EGF inh
OCCN(CCO)c1nc(N2CCCCC2)c2nc(N(CCO)CCO)nc(N3CCCCC3)c2n1 | -16.0%[57.5 µM]
Cc1ccc(C2=NC3(CCCC3)NC2=S)cc1 | -9.3%
CCOC(=O)C(NCCc1ccccc1F)(NC(=O)CC)C(F)(F)F (configuration not stated) | 9.7%
CCOC(=O)N1CCN(C(=O)CSc2ccc(-c3ccccc3OC)nn2)CC1 | -1.3%
COC(=O)C(C(=O)Nc1cccc(Cl)c1C)C1CCCC1 (configuration not stated) | -6.4%
COc1ccccc1NC(=O)Cc1nc(CCl)cs1 | -6.7%
CN(C)CCCNc1ncnc2scc(-c3ccccc3)c12 | 2.9%
Nc1nnc(CSCc2ccc(Cl)cc2Cl)s1 | -11.4%[57.5 µM]
CCOCCCNC(=S)N1CCN(C(=O)C(=O)Nc2ccc(C(=O)OC)cc2)CC1 | 5.4%
O=C(COC(=O)c1ccc2[nH]c3c(c2c1)CCCC3)NC1CCS(=O)(=O)C1 (configuration not stated) | -1.3%
COc1ccc(C(=O)c2cc3cccc(OC)c3o2)cc1 | -1.4%
CS(=O)(=O)Nc1ccc(C(=O)Nc2ccc3c(c2)OCO3)cc1 | -6.1%
COc1cc(-c2noc(-c3cccs3)n2)cc(OC)c1OC | 1.8%
Cc1cc(C)n(C(=O)C(C(=O)c2ccccc2)C(C)C)n1 (configuration not stated) | -8.9%
COc1ccccc1CNCC(=O)Nc1ccccc1-n1cccc1 | 1.4%
CCOc1cccc(CN2CCN(CCc3ccccc3)C(CCO)C2)c1O (configuration not stated) | -7.5%
COc1ccc(NC(=S)N2CCCC2c2ccc(OC)c(OC)c2)cc1 (configuration not stated) | -13.1%
CCOc1ccccc1NC(=O)CSc1ccc2nnc(-c3cccnc3)n2n1 | 7.1%
CC(=O)Nc1cccc(N(C(=O)C2COc3ccccc3O2)C(C(=O)NC2CCCCC2)c2cn(C)nc2C)c1 (configuration not stated) | -10.4%
COc1ccc(-c2csc(/C(C#N)=C/Nc3ccc4c(c3)OCCO4)n2)cc1 | 8.0%
CCOc1cccc(NC(=O)C2CC(=O)N(c3ccc(F)cc3)C2)c1 (configuration not stated) | 6.0%
O=S(=O)(CCc1nc2ccccc2[nH]1)c1ccc(Br)cc1 | -6.8%
Cc1c(O)c(=O)c2ccccc2n1C | -10.7%
COc1ccc(S(=O)(=O)c2ccc(OCC3CO3)cc2)cc1 (configuration not stated) | -1.5%
O=C(CSc1nc2ncccc2[nH]1)c1cccc([N+](=O)[O-])c1 | 4.1%
O=C(CC1CCOCC1)Nc1ccc(Cl)c(Cl)c1 | -1.2%
CCOC(=O)C1CCCN(C2CC(=O)N(c3ccc(N4C(=O)CC(N5CCCC(C(=O)OCC)C5)C4=O)cc3)C2=O)C1 (configuration not stated) | 2.8%
CCOc1ccc(CN2CCN(Cc3c(C)nn(CC)c3C)CC2CCO)cc1 (configuration not stated) | -7.2%[57.5 µM]
CCC(C(=O)OCC(=O)Nc1ccc(OC)cc1OC)c1ccccc1 (configuration not stated) | -8.3%
CCOc1cc(C(=O)NCCc2ccc(S(N)(=O)=O)cc2)cc(OCC)c1OCC | -4.0%[57.5 µM]
CC(C)n1c(-c2ccncc2)n[nH]c1=S | 2.6%
CCOC(=O)c1c(C)n(-c2ccc(C)cc2)c2ccc(O)c(CN(C)C)c12 | 3.3%
COc1cc(CC2COC(c3ccc(O)c(OC)c3)C2COC(C)=O)ccc1O (configuration not stated) | -0.7%[57.5 µM]
CCN(CC)CCn1c(SCC(=O)NCc2ccccc2)nc2c(sc3ccccc32)c1=O | 6.6%
Cc1ccc(-c2nc(CN3CCN(c4cnccn4)CC3)c(C)o2)o1 | -3.5%
CCn1c(/C=C/c2ccccc2)nc2ccccc2c1=O | ?
Cc1cc(CNC(=O)c2cccnc2Cl)c2ccccc2n1 | 4.9%
COc1ccc2c(C)cc(SCC(=O)Nc3cc(C(N)=O)cc(C(N)=O)c3)nc2c1 | -8.2%[57.5 µM]
CC(=O)N(c1ccccc1)c1nc(C)cc(C)c1C#N | 4.1%
CNC(=S)n1cnc(N)n1 | -3.5%[57.5 µM]

Quoted at random: seven entries already listed
SMILES | ERK EGF inh
CC(=O)N(c1ccccc1)c1nc(C)cc(C)c1C#N | 4.1%
Cc1ccc(-c2nc(CN3CCN(c4cnccn4)CC3)c(C)o2)o1 | -3.5%
CNC(=S)n1cnc(N)n1 | -3.5%[57.5 µM]
COc1ccc2c(C)cc(SCC(=O)Nc3cc(C(N)=O)cc(C(N)=O)c3)nc2c1 | -8.2%[57.5 µM]
COc1cc(CC2COC(c3ccc(O)c(OC)c3)C2COC(C)=O)ccc1O (configuration not stated) | -0.7%[57.5 µM]
CCOc1ccc(CN2CCN(Cc3c(C)nn(CC)c3C)CC2CCO)cc1 (configuration not stated) | -7.2%[57.5 µM]
CCOc1cc(C(=O)NCCc2ccc(S(N)(=O)=O)cc2)cc(OCC)c1OCC | -4.0%[57.5 µM]

(continued)
SMILES | ERK EGF inh
Cn1c(NN)nc2ccccc2c1=O | -1.1%
S=C(Nc1ccccc1)N1CCOCC1 | -6.5%
CCOc1ccc(NCc2nnc(SCC(=O)Nc3cc(C)on3)n2-c2ccccc2OC)cc1 | -3.1%
O=C(Nc1cccc(O)c1)c1ccc(C(F)(F)F)cc1 | -1.3%
Cc1ccc(C(=O)COC(=O)c2cccs2)cc1 | 1.6%
CCN(CC)CCCNc1cc(C)nc2cc(-c3cccs3)nn12 | -0.5%
COc1ccc(Nc2nc(N)nc(CSC(=S)N3CCC(C)CC3)n2)cc1 | -6.0%
O=C(c1cc(C(F)(F)F)cc(C(F)(F)F)c1)N1CCC2(CCN(Cc3nccs3)CC2)CC1 | 8.6%
CCNC(=S)Nc1cccc([N+](=O)[O-])c1 | -1.5%
Cc1cc(C(=O)NCCN2C(=O)S/C(=C\c3cccs3)C2=O)ccc1[N+](=O)[O-] | 1.5%
Cc1nn(CC(=O)Nc2cccnc2)c(C)c1[N+](=O)[O-] | -0.8%
COc1cc(/C=C/C(=O)O)ccc1OCc1ccc([N+](=O)[O-])cc1 | 1.2%
CC(=O)OCC(=O)[C@H]1CC[C@H]2[C@@H]3CC=C4C[C@@H](O)CC[C@]4(C)[C@H]3CC[C@]12C | -10.9%[57.5 µM]
COC(=O)[C@H](CC(C)C)NC(=O)Nc1ccc(S(N)(=O)=O)cc1 | 22.5%[57.5 µM]
CCOC(=O)C1=C(C)N=C2SCCC(=O)N2C1c1ccc(OC)cc1 (configuration not stated) | 1.5%
CC(C)=CCN1CCN(Cc2cnc(N3CCOCC3)s2)CC1CCO (configuration not stated) | ?
O=S(=O)(c1ccccc1)c1ncc(C(F)(F)F)cc1O | -3.0%
Cc1ccnc2nc(C(=O)NC3CCCc4ccccc43)nn12 (configuration not stated) | -1.6%
Cc1cc(NC(=O)CSc2ncccn2)no1 | 4.9%
CN1CCC(N(C)C(=O)CCc2nc3ccccc3n2-c2ccccc2)CC1 | 1.2%
Cc1ccc(N2C(=O)CN=C2Nc2nc(C)cc(C)n2)cc1 | -0.5%[57.5 µM]
CCSc1nc2c(c(-c3ccc(C)o3)c1C#N)CCCC2 | 1.7%
Cc1ccccc1NS(=O)(=O)c1ccc2c(c1)NC(=O)CO2 | -3.8%
Cn1c(=O)c2c(ncn2CC(=O)OCC(=O)Nc2cccc(Cl)c2)n(C)c1=O | 8.7%
N/C(CS(=O)(=O)c1ccccn1)=N\OC(=O)c1ccc(Cl)cc1 | 7.4%[57.5 µM]
Cc1cccc(N2C(=O)C3CC3C2=O)c1 (configuration not stated) | -3.5%
COc1ncccc1-c1nnn(-c2ccc(Cl)c(Cl)c2)n1 | -17.3%[57.5 µM]
COc1ccc(-c2nc3ccccc3c(=O)n2NC(=O)c2cccnc2Cl)cc1OC | 1.8%
CN(Cc1nccn1C)C(=O)CCc1nnc(CCC2CCCCC2)o1 | 17.3%
O=c1ccn(-c2ccccc2)[nH]1 | -1.4%
CCOC(=O)C(=NC1CCS(=O)(=O)C1)NNc1cc(Cl)ccc1Cl (configuration not stated) | -1.3%[57.5 µM]
O=[N+]([O-])c1ccc(NC(=S)NCC(c2cccnc2)N2CCOCC2)cc1 (configuration not stated) | -5.2%[57.5 µM]
Cc1cc2ccccn2c1C(=O)Nc1cccc(Cl)c1 | -3.2%
CC(C)(C)NC(=O)C[n+]1ccc(C(N)=O)cc1 | -15.8%
COc1ccc(NC(=O)c2cccc(S(=O)(=O)Nc3ccc(Br)cc3)c2)cn1 | 10.3%
CC(C)Oc1cc(S(=O)(=O)N2CCCCC2)ccc1N | 6.5%
O=C(NCCCn1ccnc1)C(=O)NCC(c1cccnc1)N1CCN(c2ccc(F)cc2)CC1 (configuration not stated) | -5.0%
CC1CCCC(C)N1C(=O)COC(=O)CCc1nc2ccccc2c(=O)[nH]1 (configuration not stated) | 7.6%
Cc1c(F)cccc1NS(=O)(=O)c1ccc2c(c1)NC(=O)CO2 | ?
CN(C)c1ccc(NC(=O)CC(NCc2ccccn2)C(=O)O)cc1 (configuration not stated) | -11.1%
COc1ccccc1CN1CC[C@@]2(CCCN(S(=O)(=O)c3ccccc3)C2)C1 | -6.2%
NC(N)=NC(N)=Nc1ccc(O)cc1 | -1.0%[57.5 µM]
CN(/N=C/c1ccc(C(C)(C)C)cc1)C1=NCCN1 | -4.5%
CC1=CC(C)C(C(=O)O)C(C(=O)N2CCN(C)CC2)C1 (configuration not stated) | -2.0%
Cc1ccc(C2=NN(C(=O)CCCC(=O)O)C(c3ccco3)C2)cc1 (configuration not stated) | 3.9%
c1ccc2c(c1)ncn2-c1ccc(-c2ccnc3ncnn23)cc1 | 7.2%
COC(=O)[C@@]1(Cc2ccc(F)cc2)[C@H]2c3cc(C(=O)N(C)C)n(Cc4ccc(S(C)(=O)=O)cc4)c3C[C@H]2CN1C(=O)c1ccccc1 | 8.8%
COC(=O)c1cccnc1-n1c(=O)c2cccnc2n(Cc2cccc([N+](=O)[O-])c2)c1=O | 1.7%
Cc1ccccc1C1CC(c2cccs2)=NN1S(C)(=O)=O (configuration not stated) | -2.8%
CCC1(c2ccccc2)NC(=O)N(Cc2cccc([N+](=O)[O-])c2)C1=O (configuration not stated) | -5.9%
Cc1ccc(C(=O)N2CCN(c3ccc(NC(=O)CSc4ccc(Cl)cc4)cc3)CC2)cc1 | -2.9%
COc1ccc(/C=N/NC(=O)CNC(=O)c2ccc(S(=O)(=O)N3CCCC3)cc2)c(OC)c1 | 3.6%
CCCNC(=O)c1noc2c1CCc1ccccc1-2 | 9.2%
CN(C)C(=O)COC(=O)c1ccccc1Nc1ccc(SC(F)F)cc1 | 9.6%
COc1ccc(Nc2nnc(-c3ccc(C)cc3)c3ccccc23)cc1C(=O)N1CCCCC1 | 6.4%
CCC(C(=O)NCc1ccccc1OC)c1ccccc1 (configuration not stated) | 6.9%
CC(=O)NC1=NN(C(C)=O)C(c2ccccn2)S1 (configuration not stated) | -8.2%
N#Cc1c(/N=C/c2cc3ccccc3s2)sc2c1CCC2 | -7.1%
COc1cc(Cl)ccc1NC(=S)N(CCN1CCOCC1)C1CCN(C(C)=O)CC1 | 4.6%
C/C(=N\NC(=O)Cc1cccc2ccccc12)c1ccncc1 | 1.3%

Structural class, the compounds so far with a tert-butyl group (2)
SMILES | ERK EGF inh
CC(C)(C)NC(=O)C[n+]1ccc(C(N)=O)cc1 | -15.8%
CN(/N=C/c1ccc(C(C)(C)C)cc1)C1=NCCN1 | -4.5%

A portion of the results above, as a working copy:
SMILES | ERK EGF inh
COC(=O)c1cccnc1-n1c(=O)c2cccnc2n(Cc2cccc([N+](=O)[O-])c2)c1=O | 1.7%
Cc1ccccc1C1CC(c2cccs2)=NN1S(C)(=O)=O (configuration not stated) | -2.8%
CCC1(c2ccccc2)NC(=O)N(Cc2cccc([N+](=O)[O-])c2)C1=O (configuration not stated) | -5.9%
Cc1ccc(C(=O)N2CCN(c3ccc(NC(=O)CSc4ccc(Cl)cc4)cc3)CC2)cc1 | -2.9%
COc1ccc(/C=N/NC(=O)CNC(=O)c2ccc(S(=O)(=O)N3CCCC3)cc2)c(OC)c1 | 3.6%

Further entries
SMILES | ERK EGF inh
Cc1c(C(=O)N(Cc2ccccc2)Cc2cccnc2)cnn1-c1ccc(F)cc1 | -8.8%[57.5 µM]
CCOc1ncccc1C(=O)Nc1cccc(-c2nnc3n2CCCCC3)c1 | -10.1%
CCCCC(=O)Nc1ccc(C(=O)Nc2cc(C(F)(F)F)ccc2Cl)cc1 | -8.7%
Cc1nc2ccccc2n1CC(O)COc1ccc(Br)cc1 (configuration not stated) | 0.4%
COc1ccc2sc(SCCCS(=O)(=O)O)[n+](CCCS(=O)(=O)[O-])c2c1 | 32.0%
O=C1SC(SC(=Nc2ccccc2)Nc2ccccc2)C(=O)N1c1ccccc1 (configuration not stated) | 3.3%
COc1ccccc1N1C(=O)CSC1=NC(=O)c1ccccc1 | 1.6%[57.5 µM]
CCCCCC(=O)Nc1ccc2ccccc2c1 | 1.7%
COc1ccc(C(=O)C2CCCN(C(=O)c3ccc4cc[nH]c4c3)C2)c(C)c1 (configuration not stated) | -2.9%
CCOC(=O)c1sc(NC(=O)c2ccncc2)c(C#N)c1C | 11.0%
Cc1ccccc1OCC(=O)NC(=S)Nc1ccc(N2CCCC2)cc1 | 3.0%
CC(C)NC(=O)c1c2c(nc3ccccc13)CCCC2 | -0.6%
CC(C)CNC(=O)CN(C)S(=O)(=O)c1ccc(F)cc1 | -2.5%
COc1ccc(C(=O)OCCCN(C)C)cc1OC | 2.4%
COc1ccc2c(COC(=O)CCS(=O)(=O)c3ccccc3)cc(=O)oc2c1 | 0.7%
Cc1cc2ncc(S(=O)(=O)C(C)(C)C)c(N)n2n1 | -9.4%

A portion of the library, so the mix of outcomes need not match the whole.
